FAK inh: FAK (human) kinase inhibition | biochemical FAK kinase activity assay | 97,000 compounds, 0.84% hits | Q05397 | inhibition, %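 (tested at 7 µM)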; in the data active = inhibition above about 19%;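 note: 0% = DMSO and 100% = reference compound high control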
LYP act: activators of human LYP (PTPN22) phosphatase; activation, % at 2 µM; Q9Y2R2; 96,000 compounds, 0.11% hits; recombinant LYP, DiFMUP fluorescence; 0 = plate median, 100 = signal doubled;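 active = activation at 2 µM above a set limit, the mean plus 5 SD, cut at about 37% in these data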
cytoskel mod: alters cytoskeleton assembly in HUVEC cells; HUVEC TNFa F-actin phalloidin imaging, high content; inhibition, % at 2 µM; 91,000 compounds, 0.18% hits;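 active = inhibition above the batch mean plus 3 SD and confirmed as a hit by visual image inspection, cut at about 30% in these data, passing the limit was not always enough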; note: strong numbers were not always called active
Rev-RRE block: disrupts HIV-1 Rev binding to RRE RNA. P05866. 97,000 compounds, 0.79% hits. AID 704. inhibition, % at 8 µM. Rev peptide-RRE RNA binding, FRET;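 active = inhibition above the screen-wide mean plus 3 SD, cut at about 35% in these data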;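 note: 0% = median DMSO wells and 100% = median Neomycin B control wells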
Target sequence (P05866 whole entry, looked up): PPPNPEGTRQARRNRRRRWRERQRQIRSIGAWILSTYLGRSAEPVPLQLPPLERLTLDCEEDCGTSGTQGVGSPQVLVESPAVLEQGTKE
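Assay system: Labelled RRE RNA duplex and labelled Rev peptide | Times: 5 min preincubation and 15 min binding, 25 °C | Detection: FRET, ex 480 nm, em 540 and 671 nm | Evaluation: % inhibition of FRET ratio versus controls | Benchmarks: DMSO wells as 0% and neomycin B wells as 100% inhibition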
PLK1 kinase inh: inhibitors of human PLK1 kinase; P53350; recombinant PLK1 kinase, TR-FRET peptide phosphorylation; inhibition, % at 10 µM; 97,000 compounds, 0.53% hits; AID 619;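 active = inhibition of 50% or more in the single-concentration screen; inactive = inhibition below 50%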;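 note: 0% = DMSO max control and 100% = H-89 dihydrochloride min control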
PTPN22 inh 2: blocks human PTPN22 phosphatase activity | Q9Y2R2 | recombinant LYP catalytic domain, DiFMUP fluorescence | inhibition, % at 2 µM | 96,000 compounds, 0.21% hits | AID 640;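 active = inhibition at 2 µM at or above a set limit, the screen mean plus 3 SD, cut at about 24% in these data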;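 note: 0% = DMSO with enzyme and 100% = enzyme fully blocked by orthovanadate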
EphB4 antag: EphB4-ephrin-B2 interaction antagonism. AID 720. 97,000 compounds, 0.15% hits. inhibition, % at 7 µM. EphB4 LBD / TNYL-RAW-Alexa532 peptide, fluorescence polarization;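 active = inhibition above the screen-wide mean inhibition plus 3 SD, cut at about 15% in these data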;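 note: 0% = DMSO wells and 100% = excess unlabeled TNYL-RAW peptide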
Target sequence (P54760 whole entry, looked up, the tested form may be a part): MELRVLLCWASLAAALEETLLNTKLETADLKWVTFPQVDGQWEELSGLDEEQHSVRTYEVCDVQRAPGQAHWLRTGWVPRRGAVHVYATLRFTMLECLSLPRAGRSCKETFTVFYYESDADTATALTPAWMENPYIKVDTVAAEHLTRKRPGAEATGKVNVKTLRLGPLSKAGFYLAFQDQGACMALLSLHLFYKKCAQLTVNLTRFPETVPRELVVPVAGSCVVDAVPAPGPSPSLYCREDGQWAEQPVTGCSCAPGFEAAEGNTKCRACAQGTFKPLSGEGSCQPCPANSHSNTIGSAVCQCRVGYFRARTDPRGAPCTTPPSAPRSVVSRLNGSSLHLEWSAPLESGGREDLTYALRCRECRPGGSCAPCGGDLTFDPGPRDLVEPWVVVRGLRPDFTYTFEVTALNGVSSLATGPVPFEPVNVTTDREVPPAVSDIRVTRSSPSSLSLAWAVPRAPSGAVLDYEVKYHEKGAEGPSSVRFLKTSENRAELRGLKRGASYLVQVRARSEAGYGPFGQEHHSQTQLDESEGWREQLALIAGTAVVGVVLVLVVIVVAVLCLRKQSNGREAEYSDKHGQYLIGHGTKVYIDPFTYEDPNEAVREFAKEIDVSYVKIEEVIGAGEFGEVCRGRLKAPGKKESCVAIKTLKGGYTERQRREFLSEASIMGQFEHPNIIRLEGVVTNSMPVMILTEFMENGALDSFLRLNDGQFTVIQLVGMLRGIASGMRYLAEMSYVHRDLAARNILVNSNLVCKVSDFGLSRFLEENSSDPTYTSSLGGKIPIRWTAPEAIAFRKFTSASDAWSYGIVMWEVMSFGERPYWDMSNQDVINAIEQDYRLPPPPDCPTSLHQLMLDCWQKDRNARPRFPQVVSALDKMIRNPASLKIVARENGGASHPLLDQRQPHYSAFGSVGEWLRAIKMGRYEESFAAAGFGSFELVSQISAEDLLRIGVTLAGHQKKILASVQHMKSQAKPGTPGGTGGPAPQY
PTK2B oligo ant: antagonists of human Pyk2 oligomerization; Q14289; Q293 cells, Pyk2 FERM NanoBiT luminescence; active compounds read low; z-score (the deposit names both 25 µM and 10 µM); 99,000 compounds, 0.83% hits;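 active = Z-score of -3 or lower, scaled per plate to the spread of control and sample wells; inactive = z-score above -3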;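 note: negative z-score means lost luminescence so less FERM oligomerization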
PLK1 PBD inh: blocks phosphopeptide binding to human Plk1 polo box domain; Plk1 PBD phosphopeptide binding, fluorescence polarization; inhibition, %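 (tested at about 20 µM)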; 97,000 compounds, 0.13% hits; in the data active = inhibition above about 34%, passing the limit was not always enough
The depositor's hits bear a star; x = no result given. Hits appear at their usual frequency; about 3.5% have a hit in one of these screens.

SMILES	FAK inh	LYP act	cytoskel mod	Rev-RRE block	PLK1 kinase inh	PTPN22 inh 2	EphB4 antag	PTK2B oligo ant	PLK1 PBD inh
Cc1nnc(C)n1/N=C/C=C/c1ccccc1	-4	5	10	3	-8	-4	-5	1.5	-9
CCOc1ccccc1N(CC(=O)OC)S(=O)(=O)c1ccccc1	-6	-3	8	5	-7	2	1	-0.26	21
CSc1ccc(Cl)c(C(=O)OCC(=O)NCC(C)C)c1	1	-2	-3	8	-8	0	1	1.5	-9
C=CCNC(=O)c1ccc(CNS(=O)(=O)c2ccc(NC(C)=O)cc2)cc1	1	7	4	5	-17	-8	-4	0.5	6
O=c1cc(C(F)(F)F)nc(-c2ccccc2)[nH]1	2	-8	-6	3	-15	4	-5	1.2	21
Cc1ccc(NC(=O)Cn2nc(C(F)(F)F)c3c2CCC3)cc1	3	10	5	7	4	-11	-6	-0.63	-17
O=C(O)c1ccc2c(c1)N(Cc1cccc(F)c1)C(=O)CS2	-3	4	0	7	-12	-4	0	x	-5
C(=NC12CN3CN(CN(C3)C1)C2)c1ccc2c(c1)OCO2	8	2	4	8	-7	-4	-2	0.14	-8
CCCN(Cc1cc2cc(OC)ccc2[nH]c1=O)C(=O)c1ccncc1	-1	-10	-29	-2	-9	9	-13	0.05	22
O=C(NC1CCCCC1)c1nc2c(nnn2Cc2ccccc2Cl)c(=O)[nH]1	9	-7	-18	5	-9	10	8	-0.42	14
COc1ccc(-n2c(N)c(C(=O)NCc3ccco3)c3nc4ccccc4nc32)c(OC)c1	2	8	4	23	18	-5	-5	-1.1	-24
COc1ccc(C)cc1NC(=O)CN1CCN(S(=O)(=O)c2ccc(Cl)cc2)CC1	1	-10	-19	-2	-13	13	7	-0.3	-5

3 compounds already listed, sorted by the value under EphB4 antag, low to high.
SMILES	FAK inh	LYP act	cytoskel mod	Rev-RRE block	PLK1 kinase inh	PTPN22 inh 2	EphB4 antag	PTK2B oligo ant	PLK1 PBD inh
Cc1nnc(C)n1/N=C/C=C/c1ccccc1	-4	5	10	3	-8	-4	-5	1.5	-9
C(=NC12CN3CN(CN(C3)C1)C2)c1ccc2c(c1)OCO2	8	2	4	8	-7	-4	-2	0.14	-8
O=C(O)c1ccc2c(c1)N(Cc1cccc(F)c1)C(=O)CS2	-3	4	0	7	-12	-4	0	x	-5

Going on with the list.
SMILES	FAK inh	LYP act	cytoskel mod	Rev-RRE block	PLK1 kinase inh	PTPN22 inh 2	EphB4 antag	PTK2B oligo ant	PLK1 PBD inh
C=CCc1cccc2cc(C(=O)NC)c(=O)oc12	4	9	-4	4	-13	-13	2	-0.66	-3
Cc1ccc(N(CC(=O)N2CCc3ccccc32)S(=O)(=O)c2cccs2)cc1	-1	-13	x	17	-8	9	1	-1	-15
O=C(Nc1ccc2nsnc2c1)c1cccs1	-2	8	x	-4	0	-4	-10	-0.75	-8
CN(c1ccc(C(=O)NCC2CCCO2)cc1)S(C)(=O)=O (stereo not given)	-1	6	13	3	-11	-7	-1	0.63	10
CSc1nc(N2CCOCC2)c2c(c1C#N)CC(C)(C)OC2	2	4	-2	13	-3	-2	-6	-0.99	33
COc1ccc(N2CCN(C(=O)CN(c3ccccc3)S(=O)(=O)c3ccc(OC)cc3)CC2)cc1	7	3	2	0	-9	-1	-5	-0.72	-2
CCOc1cc(C(=S)N2CCN(C)CC2)ccc1OCC(=O)N1CCOCC1	-2	2	14	5	-3	1	-4	0.23	-17
COC(=O)c1ccc(CSc2nccn2C)cc1	-2	12	-4	6	-6	-12	5	0.56	0
COc1cccc(CC(NC(C)=O)C(=O)NC2CCN(c3nc(C)cc(C)c3C#N)CC2)c1OC (stereo not given)	-1	-4	4	-2	-12	4	-2	-0.23	-2
COc1cccc(-n2c(SCC(=O)Nc3sc4c(c3C(N)=O)CCC4)nc3ccccc3c2=O)c1	2	-2	-2	-1	6	4	-1	-0.07	-36
O=C(Nc1ccccc1C(F)(F)F)c1ccc(CN2CCC(Cc3ccccc3)CC2)cc1	-1	4	13	10	-3	0	-14	0.19	14
Cc1ccc(S(=O)(=O)Cn2nnnc2C(C(C)C)N2CCN(c3nc4ccccc4s3)CC2)cc1 (stereo not given)	-9	-17	22	0	-2	13	8	-0.26	-10

3 consecutive records out of the list so far, quoted:
SMILES	FAK inh	LYP act	cytoskel mod	Rev-RRE block	PLK1 kinase inh	PTPN22 inh 2	EphB4 antag	PTK2B oligo ant	PLK1 PBD inh
COc1cccc(-n2c(SCC(=O)Nc3sc4c(c3C(N)=O)CCC4)nc3ccccc3c2=O)c1	2	-2	-2	-1	6	4	-1	-0.07	-36
O=C(Nc1ccccc1C(F)(F)F)c1ccc(CN2CCC(Cc3ccccc3)CC2)cc1	-1	4	13	10	-3	0	-14	0.19	14
Cc1ccc(S(=O)(=O)Cn2nnnc2C(C(C)C)N2CCN(c3nc4ccccc4s3)CC2)cc1 (stereo not given)	-9	-17	22	0	-2	13	8	-0.26	-10

Other entries:
SMILES	FAK inh	LYP act	cytoskel mod	Rev-RRE block	PLK1 kinase inh	PTPN22 inh 2	EphB4 antag	PTK2B oligo ant	PLK1 PBD inh
Cc1csc(NC(=O)C2CCCCC2C(=O)O)n1 (stereo not given)	0	0	11	4	-5	-2	-6	1.2	12
CCC(=O)N(CCc1ccccc1)Cc1cc2cc3c(cc2[nH]c1=O)OCO3	7	2	0	-1	-11	2	1	-0.5	-15
CCCCCC1CC(CC(C)C(=O)Nc2nncs2)C(=O)O1 (stereo not given)	0	9	9	2	-10	-12	-3	1.1	-1
C=C(C)C1Cc2c(C)nn(-c3nc(C)cc(C)n3)c2C1 (stereo not given)	0	-5	-3	3	4	6	2	-0.04	4
CCNC(=O)C(Sc1ccccc1)c1ccccc1 (stereo not given)	-1	-8	-13	6	-13	9	12	0.38	6
CCNC(=O)c1ccc(-n2nc(C)cc2-c2ccccc2)cc1	-1	1	8	-1	-2	1	-4	0.01	6
Cc1ccc2nsnc2c1S(=O)(=O)NCc1ccc2c(c1)OCO2	-2	3	-5	6	-5	-8	4	0.33	-1
CCOC(=O)CSc1nc2cc(C(=O)NCc3ccco3)ccc2c(=O)n1C1CCCCC1	-1	-9	-20	9	-2	13	4	-0.07	-15
CC(=O)c1c(C)nc2ccc(Br)cc2c1C(=O)O	2	15	4	7	-15	-16	3	x	4
CCCCNCc1cc(Br)c(OCc2cccs2)c(OC)c1	1	5	2	4	-2	0	0	0.93	23
COC(=O)c1[nH]c2ccc(Cl)cc2c1NC(=O)CCN1CCOCC1	1	-4	-6	2	2	1	-2	0.28	-29
Cc1ccc(O/C=C2\OC(=O)c3ccccc32)cc1	-1	2	-12	8	-12	-5	1	0.63	4
Cc1cccc(C(=O)N2CCN(c3ccc([N+](=O)[O-])c(NCc4ccco4)c3)CC2)c1	0	5	-12	-2	-8	-5	-7	-1.2	3
COc1ccc(C(C(=O)NC2CCCC2)N(Cc2ccc(F)cc2)C(=O)c2ccn[nH]2)cc1OC (stereo not given)	1	2	16	4	-6	0	1	1	-32
CCC(C)(C)n1nnnc1C(c1ccccc1F)N1CCC(C(N)=O)CC1 (stereo not given)	0	8	15	-4	-9	-8	-4	0.06	-3
O=C(Cc1cccs1)Nc1nnc(Cc2ccccc2)s1	29*	1	-12	-4	-21	-3	-4	-0.69	-8
Cc1ccc(CCNC(=O)C2CCC(CNc3c(N4CCCC4)c(=O)c3=O)CC2)cc1 (stereo not given)	0	2	9	-4	-3	-3	0	x	-7
O=C(CN1C(=O)c2ccccc2C1=O)Nc1ccccc1C(=O)NC1CCCCCC1	2	-3	6	7	-11	3	-3	-1	-7
O=C(Oc1ccccc1C(=O)Oc1ccccc1)c1ccco1	1	-2	2	2	0	1	-4	-0.85	5
Cc1ccccc1-c1nc(CS(=O)CC(=O)NCc2ccccc2)c(C)o1 (stereo not given)	-1	x	x	7	79*	x	-5	x	-6
Cc1ccc2[nH]cc(CCNC(=O)c3cccnc3)c2c1	-1	-6	5	6	-14	9	9	0.62	2
Cc1cc2cc(CNC(=O)c3ccc(S(=O)(=O)N4CCCC4)cc3)ccc2n1C	-12	-5	-22	6	-2	2	3	x	-4
O=C(O)C(NC(=O)c1ccccc1)=C(Cl)Cl	2	-4	x	1	-14	2	3	0.15	-7
CC/C(=N\NC(=O)CSCc1ccccc1Br)c1ccc2c(c1)OCCO2	-2	0	4	5	-4	-1	3	-0.11	-27
CC1CC(C)CN(Cc2nc(N)nc(Nc3ccc4ccccc4c3)n2)C1 (stereo not given)	0	-3	14	0	-7	2	-9	2.5	17
CC(=O)N1CCN(c2ccc(NC(=O)c3ccc4c(c3)OCCO4)cc2)CC1	-3	-6	11	0	-7	6	6	-0.06	4
CCCn1c(SCC(=O)c2cc(C)ccc2C)n[nH]c1=O	0	-2	2	0	-12	3	2	0.83	2
COc1cc(/C=N/NC(=O)/C(=C\c2ccc([N+](=O)[O-])cc2)NC(=O)c2ccccc2)cc(OC)c1O	3	0	-2	7	-3	0	4	-0.01	-21
Cc1nn(-c2nc3ccccc3n2Cc2ccccc2)c2c1C(=O)CC(C)(C)C2	1	-6	4	14	-7	5	3	-4*	19
O=C(COc1ccc(Cl)cc1)OCC(=O)N1CCCCCC1	1	6	11	4	-10	-10	-11	0.22	-3
CC1=CC(C)(C)N(S(=O)(=O)c2ccc(C)cc2)c2ccc(C)cc21	0	-8	x	18	-12	5	8	-0.34	-20
COc1ccc(C=Nc2cccc3c(=O)[nH][nH]c(=O)c23)c2ccccc12	1	-9	-3	9	-11	11	1	0.4	5
CC1(C)Cc2nc3nc(SCC(=O)NCc4ccccc4)n(-c4ccccc4)c(=O)c3cc2CO1	-5	3	14	2	-10	2	2	x	-30
CCOC(=O)C1CCN(S(=O)(=O)c2cccc(-c3cn4cccnc4n3)c2)CC1	0	-4	-5	11	-9	6	-2	1.2	13
O=C(c1ccc(Cl)cc1)c1oc2ccccc2c1CS(=O)c1ccc(Cl)cc1 (stereo not given)	4	-8	-14	3	1	9	-12	0.28	8
COc1ccc(-c2nnn(CC(=O)N(Cc3ccccc3Cl)C(C(=O)NCC3CCCO3)c3ccco3)n2)cc1 (stereo not given)	-2	0	-8	5	-7	5	7	-1.1	0
C=CCO/N=C(\C)c1c(O)c(C)c(-c2ccccc2)n(-c2ccccc2)c1=O	0	-3	-14	9	-9	4	-4	0.28	-9
COc1ccc(-c2cc(C)nc3nc(N)nn23)cc1	4	5	7	14	-15	-2	7	0.81	17
COc1ccccc1-n1c(SCC(=O)Nc2ccc(C)cc2)nc(O)cc1=O	-5	4	8	5	-6	-2	0	0.14	-24
CCOC(=O)C(C#N)C(Cc1ccccc1)c1ccco1 (stereo not given)	-11	6	24	6	-6	-2	6	-0.37	-12
Cc1ccc(O)c(C2=NCCNC(C(F)(F)C(F)F)=C2)c1	1	0	-2	8	-3	3	0	-0.76	4
CC(C)C(=O)Nc1cccc(NC(=O)CCN2C(=O)c3ccccc3S2(=O)=O)c1	1	10	-2	-1	-7	-16	-9	0.36	-11
COC(=O)c1ccc(C(=O)OC)c(NC(=O)CSCc2ccc(Br)cc2)c1	0	5	11	3	-15	-3	-4	-1.1	1
CCn1cc(C(=O)NCC2CCCO2)c2cc(OC)c(OC)cc2c1=O (stereo not given)	3	1	-3	3	4	-3	4	0.54	4
CC1CN(CCC(=O)Nc2ccc3c(c2)OCO3)CC(C)O1 (stereo not given)	-3	-1	0	2	-5	0	3	2.5	1
CCOC(=O)c1ccc(NC(=O)CSCc2ccco2)cc1	9	2	-12	8	-24	2	0	0.24	24
CS(=O)(=O)N(CC(=O)NCc1ccncc1)c1cc(Cl)cc(Cl)c1	2	2	10	3	4	-4	-1	0.4	2
CCOC(=O)c1c(C)n(CCNC(C)=O)c2ccc(O)cc12	0	4	-2	3	-6	-4	1	0.2	11
COc1ccc(CCNC(=O)c2sc3cc(C)ccc3c2Cl)cc1	1	-11	20	0	-9	14	-4	2.2	-11
CC1(C)OC(=O)N2CCc3ccccc3C21C (stereo not given)	-2	-7	5	5	-12	4	-18	1.1	-27

Screening data (PubChem)
